Bioassay records as filed in PubChem.
FLuc inh counter: firefly luciferase enzyme inhibitors, primary screen, artefact control for luciferase-based inhibitor screens, biochemical, luminescence, ATPLite; 200,000 compounds, 1.5% hits; inhibition, % at 10 µM; Luciferin 4-monooxygenase (Photinus pyralis), P08659; 10 min; AID 1006, 2008;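 active = inhibition above about 50% when tested at 10 µM, limit read from the data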
Hsp70 activator: Hsp70 transcriptional activators, primary screen, cell-based, HeLa, Hsp70 promoter luciferase, luminescence, 10 µM; HeLa Hsp70 promoter luciferase reporter; scaled: vehicle 0, proteasome-inhibitor control 100%; activation, % at 10 µM; 200,000 compounds, 0.04% hits; AID 1203, 2008;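 active = activation above the mean across all tested compounds plus 3 SD, cutoff set per campaign, cut at about 5.5% in these data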;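 note: 100% = MG132 at 30 µM as the positive control and 0% = DMSO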
Starred values were filed as active, the others as inactive. Not all compounds are listed. The share of hits here may be higher or lower than overall.

SMILES | FLuc inh counter | Hsp70 activator
CCC(C)n1ncn(-c2ccc(N3CCN(c4ccc(OCC5COC(Cn6cncn6)(c6ccc(Cl)cc6Cl)O5)cc4)CC3)cc2)c1=O (stereo unspecified) | -1.9 | -0.3
COc1ccccc1N1CCN(CCCNc2cc(=O)n(C)c(=O)n2C)CC1 | -3.2 | 0.5
